RMI FANCM FP = inhibitors of human RMI core complex binding to FANCM MM2; Fluorescence polarization, RMI core complex with F-MM2 peptide; stronger effect = lower value; FP signal (polarization) at 33 µM; 70,000 tested, 0.58% active; AID 1159607; in the data active means FP signal below about 40; further: inactives centre near 61; strong numbers were not always called active; unit not given here
Active calls of the source: *; & = joins results of further samples; ! = a repeat was not active. An excerpt; rates above refer to the full screens.

SMILES	RMI FANCM FP
COC(=O)C(Cc1c[nH]c2ccccc12)NS(=O)(=O)c1ccccc1C(F)(F)F (centres undefined)	49
CC(C)c1ccc(NC(=O)C(=O)NC2CCCC2)cc1	52
Cc1[nH]c(=O)[nH]c(=O)c1CCc1nnc(SCC(=O)Nc2ccccc2)o1	60
CC(C)(O/N=C(/C(=O)N[C@@H]1C(=O)N2C(C(=O)[O-])=C(C[n+]3ccccc3)CS[C@H]12)c1csc(N)n1)C(=O)O	62
CC(NS(C)(=O)=O)C(c1cccs1)N1CCOCC1 (centres undefined)	61
CSc1ccccc1-c1nnc(NC(=O)C(c2ccccc2)c2ccccc2)o1	55
COc1ccc(CCC(=O)Nc2c(C)nc3scc(C)n3c2=O)cc1	64
Cc1nc(SC(C)c2ccccc2)[nH]c(=O)c1CC(=O)N1CCN(c2ccccc2)CC1 (centres undefined)	74&63
O=C(Nc1ccc(F)cc1F)N1CCN(CCc2ccccc2)CC1	53
C=CCNc1oc(-c2ccccc2Cl)nc1C#N	57
COc1cc(C2C(C(=O)O)c3ccccc3C(=O)N2Cc2ccc(F)cc2)cc(OC)c1OC (centres undefined)	57
O=C(CSc1nc(=O)n2ccccc2n1)Nc1ccc(Cl)c(Cl)c1	51
Nc1ccc(Cl)cc1C(O)c1ccccc1 (centres undefined)	52
O=C(C1CCCC1)N1CCc2ccc(NS(=O)(=O)Cc3ccccc3)cc21	69
COc1ccc([N+](=O)[O-])c(OC)c1C(=O)Nc1ccc(F)c(Cl)c1	56
Cn1c(=O)[nH]c(=O)c2c1nc(N1CCN(c3ccccc3)CC1)n2CCSc1nc2ccccc2[nH]1	58
CC(=O)Nc1ccc2c(c1)C(=O)NC2=O	75
O=C(Cn1nc(-c2ccccc2)c2sc(N3CCOCC3)nc2c1=O)c1ccc2c(c1)CCCC2	69
CC(=O)c1cccc(NC(=O)CC(C)n2cncn2)c1 (centres undefined)	63
CCOC(=O)CNC(=O)CS(=O)(=O)c1cn(CC(=O)N2CCCCC2)c2ccccc12	65
CC1CC(N=Cc2ccc([N+](=O)[O-])s2)CC(C)(C)C1 (centres undefined)	56
COc1ccccc1C(=O)NCC(c1ccc(N(C)C)cc1)N1CCN(C)CC1 (centres undefined)	62
CCOc1ccc(CC(=O)Nc2nc3ccc4sc(C)nc4c3s2)cc1	75
COc1ccc2c(OC)c3ccoc3nc2c1OC	57
O=C(c1ccc(F)cc1)N1CCCC(c2nnc(Cc3ccc(F)cc3)o2)C1 (centres undefined)	62
Following part.
SMILES	RMI FANCM FP
CCOC(=O)c1ccc(N=Cc2ccc(OC(=O)Oc3ccccc3)c(OC)c2)cc1	61
Cn1nc2c(c1NC(=O)/C=C/c1ccccc1)CCC2	63
C#CC(CC)(CC)NC(=O)/C=C/c1ccccc1	58
NC(=S)Nc1ccccc1OC(F)(F)F	63
O=C(CSc1nnc(COc2cccc3cccnc23)n1-c1ccc(Cl)cc1)c1ccccc1	62
O=C(CSCc1ccccc1)N1CCN(Cc2nc(C3CC3)cs2)CC1	64
N#Cc1c(SCC(=O)Nc2ccccc2)nc2c(c1-c1ccc(OCc3ccccc3)cc1)CCCC2	57
CCOc1ccc(Nc2oc(-c3ccc(S(=O)(=O)N(C)Cc4ccccc4)cc3)nc2C#N)cc1	79
CCCOc1ccc(S(=O)(=O)Nc2ccc3c(c2)C(=O)Nc2ccccc2O3)cc1C	67
CC(C)c1cc(=O)[nH]c(-n2nc(-c3cccs3)cc2NC(=O)c2cc(Cl)ccc2Cl)n1	64
O=C(NC1CCCC1)C(=O)N1CCN(c2ccc(F)cc2)CC1	54
Cn1c(SCC(=O)NCCc2ccccc2)nc2c(-c3ccccc3)csc2c1=O	65
CS(=O)(=O)Nc1ccc2c(c1)CN(S(=O)(=O)c1ccccc1)CC2	66
O=C(CC(c1ccccc1)c1ccccc1)NCCn1ncccc1=O	68
COc1cc(CC(=O)O)ccc1O	54
N#CCCn1cccc1CN1CCOCC1	55
Cc1nc(C)c(NC(=O)Nc2ccc(Cl)cc2)cc1NC(=O)Nc1ccc(Cl)cc1	104
CC1CN(S(=O)(=O)c2ccc(C(=O)Nc3sc4c(c3C#N)CC(C)(C)NC4(C)C)cc2)CC(C)O1 (centres undefined)	68
COc1cc(C=Nc2ccc(NC(C)=O)cc2)ccc1OC(=O)c1cccs1	58
CCOC(=O)c1sc(=NC(=O)c2coc3ccccc3c2=O)n(C)c1C	65
COc1ccc(C(N)=NC#N)cc1	55
C=CCn1c(CCN2C(=O)c3cccc4cccc(c34)C2=O)n[nH]c1=S	59
COc1cccc(OCC(O)CN2C(C)(C)CC(O)CC2(C)C)c1 (centres undefined)	57
O=C(CSc1ccc(Cl)cc1)Nc1ccccc1	59
CCOC(=O)N1CCN(S(=O)(=O)c2ccc(OC)c(C)c2C)CC1	58
(cont.)
SMILES	RMI FANCM FP
O=C(Cc1ccc(F)cc1)NCCOc1cccc(C(F)(F)F)c1	63
Nc1ncnc(N2CCOCC2)c1[N+](=O)[O-]	61
COC(=O)c1sccc1NC(=O)CC1NCCNC1=O (centres undefined)	53
CCc1nnc(-c2ccc(NC(=O)c3ccc(S(=O)(=O)N4CCCC4)cc3)cc2)o1	66
COc1ccc(C)cc1Nc1c(C#N)cnc2ccc(Cl)cc12	59
COC(=O)c1cnn(-c2ccc(C)cc2)c1N	69
COc1ccccc1N1CCN(CCNS(=O)(=O)c2ccccc2F)CC1	63
Cc1ccc(C)n1N(C)c1cccc(F)c1C#N	57
O=C(Nc1ccc(-c2nc3ccccc3[nH]2)cc1)c1cccc(C(F)(F)F)c1	81
O=C(CCCn1nc(-c2ccc(F)cc2)ccc1=O)N1CCc2ccccc21	74
CCOc1ccc(-n2ccnc(SCC(=O)Nc3ccc(C(C)C)cc3)c2=O)cc1	61
CCOc1cccc2c1OC1(CCN(C(C)=O)CC1)N1N=C(c3cc(C)ccc3O)CC21 (centres undefined)	55
CN1CCN(C(CNS(=O)(=O)c2ccc(Br)cc2)c2ccc(N(C)C)cc2)CC1 (centres undefined)	63
O=C(CCCSc1ccc(NC(=O)c2ccco2)nn1)NCc1ccccc1Cl	62
O=C(Nc1c(C(=O)Nc2ccc(F)cc2)oc2cccnc12)c1cccs1	53
CCOc1ccc(-n2cc(-c3ccccc3)c3c(N(Cc4ccccc4)Cc4ccccc4)ncnc32)cc1	59
COc1cccc(-c2csc(-n3nc(C)cc3NC(=O)C34CC5CC(CC(C5)C3)C4)n2)c1	73
Cc1cc(NC(=O)c2ccc(S(=O)(=O)N3CC(C)OC(C)C3)cc2)n(C(C)C)n1 (centres undefined)	69
Cc1c(Cl)cccc1NC(=O)CSc1nnc(-c2cccnc2)n1N	56
CCc1ccc2nc(N(Cc3ccccn3)C(=O)CN3C(=O)CCC3=O)sc2c1	51
CN1/C(=C\C=C2\C(=O)Oc3ccccc3C2=O)C(C)(C)c2ccccc21	96
COCCN1CCCc2ccc(NC(=O)c3ccc(C(C)(C)C)cc3)cc21	66
CC(C)=N/N=C1\N=C(c2ccc(Cl)cc2)CS1	51
CN/C(=C/[N+](=O)[O-])NCCSCc1csc(CN(C)C)n1	51
CCCCC(=O)NCCOc1ccc2nnc(-c3ccc(F)cc3)n2n1	71
Next section.
SMILES	RMI FANCM FP
COc1ccc(C(=O)/C=C/c2ccc(OC)c(OC)c2)c(OC(=O)c2ccco2)c1	64
COc1ccccc1C(c1c(O)cc(C)[nH]c1=O)c1c(O)cc(C)[nH]c1=O	52
COC(=O)CN1C(C)=Nc2ccc(Br)cc2C1c1ccccc1 (centres undefined)	61
Cc1ccc(Sc2ncnc3ccsc23)cc1	56
Cc1onc(-c2ccccc2)c1-c1csc(-c2ccc(-c3csnn3)cc2)n1	69
CCN(CC)CCN(C(=O)c1ccc(S(=O)(=O)N2CCCCC2C)cc1)c1nc2cc3c(cc2s1)OCCO3 (centres undefined)	107
O=C(c1ccco1)N1N=C(c2cccs2)CC1c1ccc2nccnc2c1 (centres undefined)	60
COC(=O)CN(c1ccc(F)cc1)C1SC(=O)N(c2ccc(F)cc2)C1=O (centres undefined)	64
Cc1cc(C)c2cc(C(=O)Nc3ccccc3)[nH]c2c1	52
CCCC[C@H](NC(C)=O)C(=O)O	57
C#CCn1c(=NC(=O)Cc2ccccc2)sc2cc(C(=O)OC)ccc21	68
CCOC(=O)Nc1ccc2c(c1)N(C)C(=O)C(C)(C)CO2	67
Cc1ccc(C(CNC(=O)c2cccc(C(F)(F)F)c2)N2CCOCC2)cc1 (centres undefined)	51
CC(C)c1cccc2sc(N3CCN(C(=O)c4ccn(C)n4)CC3)nc12	66
COc1ccc(S(=O)(=O)c2cnc3ccc(F)cc3c2Nc2ccc(C)c(C)c2)cc1	60
CSc1ncc(Cl)c(C(=O)Nc2cc(C)on2)n1	60
C=CCn1c(SCC(=O)CC(=O)OCC)nc2sc3c(c2c1=O)CCCC3	56
COc1ccc(S(=O)(=O)Nc2ccc3c(c2)CN(C(C)=O)CC3)cc1OC	67
C[C@]12CC[C@@H]3c4ccc(OS(=O)(=O)O)cc4CC[C@H]3[C@@H]1CCC2=O	33*!
O=C(Nc1ccc2c(c1)CN(C(=O)c1ccccc1)CC2)c1ccc(F)cc1F	65
CN(C)S(=O)(=O)c1ccc(C(=O)N(CCN2CCOCC2)c2nc3ccc(F)cc3s2)cc1	54
Cc1ccccc1-c1ccc(N2CCC(C(=O)N3CCOCC3)CC2)nn1	60
O=C(NCCS(=O)(=O)N1CCN(c2ccccn2)CC1)c1c(F)cccc1Cl	59
Cc1cc(C)cc(C(=O)NCCCn2nc(-c3cccs3)ccc2=O)c1	68
NC(N)=NC(N)=Nc1cc(-c2cccs2)[nH]n1	50
(further entries)
SMILES	RMI FANCM FP
CCc1ccc(-c2cc3c(SCC(=O)Nc4cc(OC)ccc4OC)nccn3n2)cc1	107
c1ccc(CN(Cc2ccccc2)c2nc(N(Cc3ccccc3)Cc3ccccc3)nc(N(Cc3ccccc3)Cc3ccccc3)n2)cc1	66
O=C(NCCc1c[nH]c2ccccc12)C(=O)NCCC1CCCCN1S(=O)(=O)c1cccs1 (centres undefined)	57
Oc1cccc2ccc(N3CCOCC3)nc12	58
CN1CCN(c2nc3ccc(NC(=O)c4cccc(C(F)(F)F)c4)cc3s2)CC1	64
COc1ccc(OC)c(-c2cc(C(=O)O)[nH]n2)c1	74
Cc1c(-n2c(-c3cccc([N+](=O)[O-])c3)cn3c4c(=O)n(C)c(=O)n(C)c4nc23)c(=O)n(-c2ccccc2)n1C	63
O=S(=O)(c1ccc(NC(=S)Nc2ccc3c(c2)OCO3)cc1)N1CCCCC1	60
O=C(COc1ccccc1)NC(Cc1ccccc1)C(=O)O (centres undefined)	78
COc1cc(NC(=O)Cn2c(C)nc3c(sc4cccc(F)c43)c2=O)cc(OC)c1	94
Cc1cc(C(=O)N2CC(=O)Nc3ccccc32)no1	54
CCOC(=O)C1CCCN(C(=O)Cc2csc(NC(=O)Nc3ccc(C)cc3)n2)C1 (centres undefined)	58
CCOC(=O)c1c(-c2ccc(OC)cc2)csc1NC(=O)CSc1ncn[nH]1	74
Cc1csc(SCC(=O)NNC(=O)c2ccc([N+](=O)[O-])o2)n1	60
N#CC(C#N)=C1c2cc(S(N)(=O)=O)cc([N+](=O)[O-])c2-c2c1cc(S(N)(=O)=O)cc2[N+](=O)[O-]	53
O=C(Nc1ccccc1Cl)N1CCCN(c2nc(-c3ccccc3)ns2)CC1	63
O=C(NCCN1CCN(Cc2ccccc2)CC1)Nc1ccccc1	59
CN1CCN(C(CNS(=O)(=O)c2ccc3ccccc3c2)c2ccc3c(c2)CCN3C)CC1 (centres undefined)	63
O=c1c2c3c(sc2ncn1/N=C\c1cccnc1)CCC3	54
COC(=O)c1ccc2c(=O)n(CCN(Cc3ccco3)C(C)C)c(=S)[nH]c2c1	88
CN1C(=O)c2ccc(NC(=O)CS(=O)(=O)c3ccccc3)cc2C1=O	66
O=C(/C=C/c1cccs1)Nc1nc2c(s1)CSc1ccccc1-2	103
CCC(=O)Nc1nc2cc3c(cc2s1)OCCO3	73
Cc1cc(NC(=O)Cn2c(=O)n(Cc3ccccc3)c(=O)c3nccnc32)ccc1Br	82
C/C(=N/OC(=O)c1ccc(C(F)(F)F)cc1)c1cc[nH]c1	58
(continued)
SMILES	RMI FANCM FP
COc1ccc(-c2nc(CSc3n[nH]c(=O)c4cc(-c5ccco5)nn34)c(C)o2)c(OC)c1	66
O=C(Nc1ccc(-c2ccc3nnc(-c4ccncc4)n3n2)cc1)c1cccnc1Cl	137
O=C1CN(C(=O)c2ccc3ncsc3c2)c2ccccc2N1	56
COc1ccc(-c2c(C#N)c(N)nc3c2c(C)nn3-c2ccc(F)cc2)cc1OC	126
COc1ccccc1NC(=O)/C=C/c1ccc(OC(=O)c2ccc(F)cc2)c(OC)c1	60
COc1ccccc1NC(=O)Cn1nc2ccc(SC(C)(C)C)nn2c1=O	64

Grouped by structure, the compounds so far containing a Cl atom.
SMILES	RMI FANCM FP
C=CCNc1oc(-c2ccccc2Cl)nc1C#N	57
O=C(CSc1nc(=O)n2ccccc2n1)Nc1ccc(Cl)c(Cl)c1	51
Nc1ccc(Cl)cc1C(O)c1ccccc1 (centres undefined)	52
COc1ccc([N+](=O)[O-])c(OC)c1C(=O)Nc1ccc(F)c(Cl)c1	56
O=C(CSc1nnc(COc2cccc3cccnc23)n1-c1ccc(Cl)cc1)c1ccccc1	62
CC(C)c1cc(=O)[nH]c(-n2nc(-c3cccs3)cc2NC(=O)c2cc(Cl)ccc2Cl)n1	64
Cc1nc(C)c(NC(=O)Nc2ccc(Cl)cc2)cc1NC(=O)Nc1ccc(Cl)cc1	104
O=C(CSc1ccc(Cl)cc1)Nc1ccccc1	59
COc1ccc(C)cc1Nc1c(C#N)cnc2ccc(Cl)cc12	59
O=C(CCCSc1ccc(NC(=O)c2ccco2)nn1)NCc1ccccc1Cl	62
Cc1c(Cl)cccc1NC(=O)CSc1nnc(-c2cccnc2)n1N	56
CC(C)=N/N=C1\N=C(c2ccc(Cl)cc2)CS1	51
CSc1ncc(Cl)c(C(=O)Nc2cc(C)on2)n1	60
O=C(NCCS(=O)(=O)N1CCN(c2ccccn2)CC1)c1c(F)cccc1Cl	59
O=C(Nc1ccccc1Cl)N1CCCN(c2nc(-c3ccccc3)ns2)CC1	63
O=C(Nc1ccc(-c2ccc3nnc(-c4ccncc4)n3n2)cc1)c1cccnc1Cl	137

Part of the list above in order of formula weight, rising:
SMILES	RMI FANCM FP
O=C1CN(C(=O)c2ccc3ncsc3c2)c2ccccc2N1	56
COc1ccccc1NC(=O)/C=C/c1ccc(OC(=O)c2ccc(F)cc2)c(OC)c1	60
COc1ccc(-c2nc(CSc3n[nH]c(=O)c4cc(-c5ccco5)nn34)c(C)o2)c(OC)c1	66
